E coli growth: bacterial growth inhibition, counter-screen for AddAB inhibitors | E. coli V3065 growth, OD600 absorbance, 18 h | inhibition, % at 11.9 µM | 330,000 tested, 0.27% active;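 active = inhibition above the campaign's mean inhibition across all tested compounds plus 3 SD, cut at about 9.9% in these data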;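 also: uninfected addAB+ strain grown without phage in ampicillin broth; 0% = DMSO wells and 100% = ciprofloxacin 0.95 µg/ml wells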
DAGLB inhibitor: blocks human DAGLB lipase activity; HEK293T DAGLB membrane lysate, EnzChek fluorogenic substrate; inhibition, % at 5.17 µM; 340,000 tested, 0.059% active; in the data active = inhibition above about 34%;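 also: 0% = enzyme with vehicle and 100% = wells lacking enzyme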
HTR5A ag ctr: HTR5A agonism, opioid heterodimer counter-screen | P47898 | HTR5A agonist assay, luminescence, cell-based | activation, % at 9.3 µM | 340,000 tested, 0.61% active; in the data active = activation mostly above about 9.5%, no sharp cut-off; inactive = mostly below about 7.6%;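 also: 0% = cells with vehicle only and 100% = reference agonist; strong numbers were not always called active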
phage Ecoli inh: E. coli growth loss with phage present. growth absorbance. inhibition, % at 11.9 µM. 360,000 tested, 0.26% active. AID 651602; in the data active = inhibition above about 11%
SUMO Mot1 rescue: blocks SUMOylation pathway, rescuing yeast Mot1-301 growth. S. cerevisiae Mot1-301 growth rescue, ATP luminescence, 38.5C; percent above DMSO median, 100 means doubled. growth rescue, % at 18.8 µM. 320,000 tested, 1% active;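 active = every valid replicate shows activation above 250% relative to neutral control wells; inactive = the rest, any valid replicate at or below 250%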;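 also: OY570 slx delta 5 strain wells were the positive control but not used for scaling; some compounds called inactive have numbers as strong as hits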
AddAB inh: less growth of phage-infected E. coli with AddAB; E. coli expressing H. pylori AddAB, absorbance growth; inhibition, % at 11.9 µM; 330,000 tested, 0.29% active; AID 435030; in the data active = inhibition above about 12%;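 also: 0% = vehicle wells of infected cells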
PKA-R1A activ: activates the PKA-R1A holoenzyme complex; activation, % at 11.4 µM; 340,000 tested, 0.083% active; P00514+P68181; PKA-R1A dissociation, Cy5-IP20 fluorescence polarization; scaled: DMSO 0%, 113 µM cGMP 100%;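 active = percent activation above the mean of all tested compounds plus 3 SD, cut at about 19% in these data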;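 also: higher means more PKAc released from R1A so a rise in polarization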
Tat export inh: inhibitors of E. coli Tat protein transport; E. coli MC4100 TorA-mCherry Tat export, fluorescence; AID 488895; 340,000 tested, 0.036% active; inhibition, % at 10 µM;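 active = mean replicate inhibition at least 50% and at least half of replicates individually reaching 50%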;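 also: exported cargo escapes ClpAP degradation while cytoplasmic cargo is degraded and loses fluorescence; 0% = median of neutral control wells and 100% = median of NaSCN control wells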
PKA-R2B activ: activates the human PKA-R2B holoenzyme complex; 340,000 tested, 0.079% active; activation, % at 11.4 µM; PKA-R2B holoenzyme dissociation, Cy5-IP20 fluorescence polarization; R2B truncated from residue 108, S112A mutant; 0% DMSO only, 100% 113 µM cGMP;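 active = activation above a cutoff set at the mean over all compounds plus 3 SD, cut at about 18% in these data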;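 also: higher means more holoenzyme dissociation and a rise in polarization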
Target sequence (P31323 whole entry, looked up, other chains not shown, the tested form may be a part): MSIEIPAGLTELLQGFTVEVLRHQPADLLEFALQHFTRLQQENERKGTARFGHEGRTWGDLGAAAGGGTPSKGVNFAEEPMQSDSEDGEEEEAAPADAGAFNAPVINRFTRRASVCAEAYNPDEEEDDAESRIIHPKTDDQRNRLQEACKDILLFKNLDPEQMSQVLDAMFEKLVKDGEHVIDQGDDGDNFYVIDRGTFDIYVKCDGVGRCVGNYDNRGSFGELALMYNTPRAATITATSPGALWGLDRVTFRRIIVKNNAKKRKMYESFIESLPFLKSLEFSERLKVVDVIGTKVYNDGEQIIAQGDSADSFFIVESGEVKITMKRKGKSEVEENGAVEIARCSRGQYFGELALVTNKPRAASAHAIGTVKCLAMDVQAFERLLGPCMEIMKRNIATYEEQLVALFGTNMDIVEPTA
HTR5A inv ctr: HTR5A inverse agonism, opioid heterodimer counter-screen; inhibition, % at 9.3 µM; HTR5A cell line, luminescence; P47898; 340,000 tested, 0.083% active; AID 504634; in the data active = inhibition mostly above about 23%, no sharp cut-off; inactive = mostly below about 18%;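 also: 0% = cells with DMSO and 100% = no-cell wells with DMSO; some compounds called inactive have numbers as strong as hits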
CDK5 inh: blocks human CDK5/p35 kinase activity; Q00535+Q15078; Recombinant CDK5/p35, ADP-Glo luminescence, 60 min; inhibition, % at 10 µM; 330,000 tested, 0.01% active;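 active = highest replicate inhibition of at least 50% and at least 75% of replicates reaching 50%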;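 also: plate controls were DMSO neutral control for no effect and GW8510 at 10 µM for full effect; many of its hits are not listed in these tables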
Target sequence (Q00535 whole entry, looked up): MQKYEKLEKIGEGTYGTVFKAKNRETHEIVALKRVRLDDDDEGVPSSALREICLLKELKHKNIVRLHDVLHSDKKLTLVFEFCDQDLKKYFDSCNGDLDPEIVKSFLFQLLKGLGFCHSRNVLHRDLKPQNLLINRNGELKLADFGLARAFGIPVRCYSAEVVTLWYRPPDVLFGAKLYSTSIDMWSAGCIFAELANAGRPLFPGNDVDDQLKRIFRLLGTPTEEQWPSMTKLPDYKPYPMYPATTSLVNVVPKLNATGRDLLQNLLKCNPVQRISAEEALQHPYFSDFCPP
Target sequence (Q15078 whole entry, looked up): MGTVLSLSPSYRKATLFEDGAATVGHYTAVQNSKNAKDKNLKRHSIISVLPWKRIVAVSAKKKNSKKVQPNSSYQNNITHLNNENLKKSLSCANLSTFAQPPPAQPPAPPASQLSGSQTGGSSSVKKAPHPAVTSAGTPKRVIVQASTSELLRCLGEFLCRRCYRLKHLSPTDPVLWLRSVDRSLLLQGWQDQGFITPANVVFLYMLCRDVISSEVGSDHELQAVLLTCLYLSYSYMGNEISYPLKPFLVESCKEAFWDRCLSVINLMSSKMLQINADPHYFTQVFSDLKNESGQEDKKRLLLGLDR
The depositor's hits bear a star; nt = not tested or not shown. Rows are unselected. Share with any hit: about 2.3%.

molecule	PKA-R2B activ	HTR5A inv ctr	E coli growth	SUMO Mot1 rescue	Tat export inh	PKA-R1A activ	phage Ecoli inh	CDK5 inh	DAGLB inhibitor	AddAB inh	HTR5A ag ctr
CCOC(=O)CSc1nnc(-c2ccc(OC)cc2)n1CC	4.1	-8.9	0.2	0.7	-2.8	-1.9	2.0	0.6	-1.5	-1.6	-0.9
O=C(O)c1cc(Nc2cc(Cl)c3nonc3c2[N+](=O)[O-])ccc1O	-5.3	10.9	-1.0	-13.2	5.9	7.2	-0.7	-0.2	14.7	0.2	-2.9
CCOC(=O)Cc1c(C)nc(SC)[nH]c1=O	3.9	4.1	0.8	-0.9	-3.7	-7.7	4.5	1.4	-0.9	2.5	-1.5
Cc1ccc(CN2CCN(Cc3ccncc3)CC2CCO)o1 (stereo not given)	-8.6	0.0	1.3	790.9	-5.9	7.6	0.3	1.0	1.4	1.4	0.0
O=C(c1ccco1)N1CCN(Cc2cccc(F)c2)CC1	-10.9	12.7	0.9	7.8	-7.9	-9.2	0.6	0.3	-0.8	-0.2	0.1
Cc1ccc(N2CC(C(=O)Nc3ccc4c(c3)OCO4)CC2=O)cc1C (stereo not given)	-0.3	-7.0	-2.3	-0.2	0.9	-0.7	-0.2	2.0	-1.6	3.4	-2.6
Cc1ccc(Cn2nc(C)c(NC(=O)C3(C)CC3(Br)Br)c2C)cc1 (stereo not given)	-8.8	0.7	-1.8	-22.8	-1.9	-1.7	2.5	-0.1	1.9	-2.0	2.0
O=C(Oc1ccc(-c2ccccc2)cc1)C1C2CCCCC21 (stereo not given)	6.8	-6.8	1.0	3.1	-0.1	6.2	1.7	0.8	-0.3	2.6	2.7
O=C(O)c1ccc(-n2nc(C(F)(F)F)cc2-c2cccs2)cc1	-0.3	-6.6	nt	281.2	-2.2	-3.9	0.3	-0.1	0.4	nt	1.8
O=C(/C=C/c1ccccc1)NC(=S)NNC(=O)c1cccnc1	11.0	-2.5	-6.0	-1.4	4.3	6.0	-3.7	-1.1	-1.0	-2.6	0.9
COc1ccc(-c2[nH]ncc2N=Nc2ccccc2)cc1	2.5	-4.7	0.5	-29.4	7.8	-4.0	0.5	2.2	5.7	4.6	1.8
COc1ccccc1C(=O)Nc1nnn(C)n1	10.2	-5.3	0.9	171.8	-1.0	6.2	2.0	-1.7	0.3	1.7	-0.1
Cc1cc(Cl)ccc1C(=O)C1CCCN(C(=O)c2cnn(C(C)C)c2)C1 (stereo not given)	4.2	10.0	-1.4	-1.0	-6.1	0.8	-0.5	-1.2	-2.1	-0.3	6.3
CN(C)S(=O)(=O)c1ccc(N2CCCC2)c(C(=O)Nc2ccccc2F)c1	-8.4	-5.0	0.6	4.0	11.8	-3.1	2.4	-0.9	-0.2	0.3	2.8
CCOc1ccc(NC(=O)CC2C(=O)N(CC)C(=S)N2NC(=O)c2ccncc2)cc1 (stereo not given)	5.5	-14.8	0.0	149.3	-6.3	-5.0	0.2	0.4	-1.0	4.0	2.8

Other results follow.
molecule	PKA-R2B activ	HTR5A inv ctr	E coli growth	SUMO Mot1 rescue	Tat export inh	PKA-R1A activ	phage Ecoli inh	CDK5 inh	DAGLB inhibitor	AddAB inh	HTR5A ag ctr
CS(=O)(=O)Oc1ccc(Br)c2cccnc12	4.6	-19.1	3.3	-11.5	-1.6	-4.6	3.4	1.5	-2.7	1.6	5.2
CCCNC(=O)NC(=O)CSc1nncs1	nt	nt	1.0	133.0	34.4	nt	4.9	3.0	nt	4.2	nt
CC12CCC(C(=O)NC3CCCC3)(CC1=O)C2(C)C (stereo not given)	0.3	-4.3	-1.7	-2.2	7.2	0.9	1.4	-1.4	1.7	0.9	1.6
CC(=O)Nc1cccc(NC(=S)Nc2cccc(Cl)c2Cl)c1	-5.2	9.3	-1.5	-14.4	-2.4	5.3	4.9	-0.2	-0.4	0.2	4.2
Cc1ccc(C(=O)COC(=O)c2c(C)cc(=O)oc2C)cc1[N+](=O)[O-]	-15.2	18.1	0.3	2.7	-0.8	-7.9	1.8	0.7	0.9	4.4	-3.1
C[C@@H]1C[C@H]2[C@@H]3C[C@H](F)C4=CC(=O)C=C[C@]4(C)[C@@]3(Cl)[C@@H](O)C[C@]2(C)[C@H]1C(=O)COC(=O)C(C)(C)C	-1.6	-15.0	-0.7	316.5	-4.6	-1.6	4.7	0.1	1.0	0.1	4.2
O=C(NC1CCCCCC1)C1CCN(C(=O)c2ccc(Cl)cc2)CC1	-5.0	-4.5	-2.6	2.8	-8.3	-5.2	2.2	-1.8	2.9	0.9	-0.4
CC(C)[C@H](NC(=O)c1ccccc1)C(=O)OCC(=O)NCC1CCCO1 (stereo not given in full)	-3.3	-10.1	0.8	8.6	-0.5	-7.5	2.6	0.5	-0.1	0.8	-2.4
CCn1cc(S(=O)(=O)c2ccc(C)cc2)c(=O)c2cc(F)c(N3CCN(C)CC3)cc21	-1.2	-21.3	-1.3	-9.6	4.8	-12.6	0.9	nt	-4.2	-1.7	-2.1
O=C(Nc1cc(=O)[nH]c(=O)[nH]1)c1cccc(C(F)(F)F)c1	-2.5	-10.4	0.8	366.6	-7.7	-6.2	1.2	2.9	1.5	0.7	3.3
COc1ccc(OC)c(-c2csc3nnc(SCC(=O)Nc4ccc(NC(C)=O)cc4)n23)c1	-6.3	-27.7	2.1	-13.3	3.1	6.5	2.7	0.3	-3.2	1.4	4.4
Cc1cc(C)n(-c2ccc(C(=O)Nc3ccc4c(c3)OCCO4)cc2)n1	-7.1	-13.2	1.7	330.1	0.9	1.6	0.3	-2.0	2.9	-1.7	5.5
Cc1nn(C2CCS(=O)(=O)C2)c(C)c1CN(C)C(=O)c1ccc(S(=O)(=O)N(C)C)cc1 (stereo not given)	-7.2	-16.1	0.2	-8.2	4.6	-9.1	2.8	0.1	0.1	1.2	6.3
COC(=O)c1cc2c(s1)-c1ccccc1OC2	3.0	-11.3	0.3	-8.0	-5.8	7.6	0.4	-0.6	-8.9	2.0	-2.1
CCOCCCn1c(SCC(=O)Nc2oc(C)c3c(C)n[nH]c(=O)c23)nnc1-c1ccncc1	-0.7	8.6	-0.6	-10.4	-0.1	-4.2	3.6	-2.6	-1.0	0.4	-3.1

(more compounds)
molecule	PKA-R2B activ	HTR5A inv ctr	E coli growth	SUMO Mot1 rescue	Tat export inh	PKA-R1A activ	phage Ecoli inh	CDK5 inh	DAGLB inhibitor	AddAB inh	HTR5A ag ctr
CCCCNC(=O)/C(=C/c1ccco1)NC(=O)c1ccco1	10.6	-7.5	-2.4	17.4	1.4	3.1	-1.9	0.3	-3.4	-0.3	2.0
CCN(CC)c1cnn(C/C(=N\OC)c2ccc(Cl)cc2)c(=O)c1Br	-2.1	-17.5	0.4	4.2	8.1	-7.0	2.0	-0.2	-2.9	-0.9	6.8
COC(=O)c1cnc(Oc2ccc(NC(=O)NC(=O)c3c(OC)cccc3OC)cc2)cc1C(F)(F)F	-3.6	3.0	1.8	3.0	-1.6	-0.3	2.5	1.8	-0.8	1.1	-3.9
CCOC(=O)c1ccc(-c2c(-c3cc(OC)c(OC)c(OC)c3)noc2C)cc1F	-4.8	-23.6	-0.9	-10.9	-0.8	1.9	0.8	-0.4	-7.7	-1.3	-0.8
COc1ccc(OCCC(=O)OCC(=O)NC(=O)NC(C)C)cc1	-1.9	12.2	1.6	256.6	-2.5	7.3	0.9	0.7	2.8	2.2	2.3
CC(=O)NC1CC2CCCC(C1)N2C(=O)Nc1cccc(C)c1 (stereo not given)	-5.6	5.2	nt	nt	0.8	-10.8	1.5	0.2	0.1	nt	-1.4
Oc1ccccc1N=Nc1ccccc1O	-2.5	3.7	nt	nt	0.7	1.4	0.9	1.0	16.5	nt	-2.8
Cc1nc(C)c(C(=O)Nc2nc3c(C)cccc3s2)o1	-4.1	0.8	-1.8	6.4	-3.3	-2.3	1.8	0.6	2.0	-0.3	3.6
NS(=O)(=O)c1ccc(CCNC(=O)CSc2nc3ccccc3c3nc(CCN4CCCCC4)nn23)cc1	-0.6	1.1	0.2	3.4	1.3	-9.5	1.9	-0.9	-1.3	1.1	-1.5
Cc1ccc(CSCC(=O)Nc2ccc3c(c2)OCO3)cc1	-7.4	-17.9	-0.3	12.1	-2.6	2.2	-0.5	0.5	-7.4	-0.2	6.8
Cc1ccc(S(=O)(=O)Nc2ccccn2)cc1[N+](=O)[O-]	nt	nt	-0.3	5.6	0.1	nt	4.4	-0.5	nt	1.1	nt
Cc1ccccc1CO/N=C/c1[nH]ncc1Br	2.7	-0.3	-0.7	7.1	8.5	-6.2	1.0	1.1	-2.1	1.4	6.5
CC(=O)N1CCN(S(=O)(=O)c2cccc(C(=O)NNC(=O)COc3c(C)cccc3C)c2)CC1	-6.1	11.1	-1.4	-4.3	-0.6	8.2	2.5	-1.2	-3.1	1.5	-2.7
CCc1ccccc1OCC(=O)N1CCN(c2ncccn2)CC1	-0.2	27.2	nt	nt	-1.1	-3.1	1.6	1.0	-7.1	nt	2.7
COc1cccc(/C=N/N2C(=O)NC3(CCCCC3)C2=O)c1O	3.8	-4.7	1.6	446.8	-9.1	-8.9	3.9	1.4	-2.5	-0.6	0.3

(list continues)
molecule	PKA-R2B activ	HTR5A inv ctr	E coli growth	SUMO Mot1 rescue	Tat export inh	PKA-R1A activ	phage Ecoli inh	CDK5 inh	DAGLB inhibitor	AddAB inh	HTR5A ag ctr
OCC1OC2C(NC(=S)N2c2ccccc2)C(O)C1O (stereo not given)	1.5	-14.0	nt	nt	-7.4	-1.0	-0.2	-0.5	-0.8	nt	3.6
CCN(C(=O)COC(=O)/C(=C/c1ccccc1)n1nnnc1C)C1CCCCC1	-2.7	6.6	2.0	-26.9	9.3	5.0	3.0	-0.6	2.3	-1.4	1.2
Clc1ccc(C(c2nnnn2C2CCCC2)N2CCN(Cc3ccncc3)CC2)cc1 (stereo not given)	-5.0	-9.3	1.4	-9.7	9.1	-6.6	2.1	-1.5	-2.7	4.7	0.8
NC(=O)c1cc(Br)cc2c3c([nH]c12)CCCC3	-14.7	-35.3	-3.5	38.1	-0.6	4.0	2.3	1.3	2.3	1.9	1.5

Screening results deposited in PubChem BioAssay by several laboratories.
